# FBA Mtb inh: Mtb fructose-bisphosphate aldolase inhibition; P9WQA3; purified M. tuberculosis FBA, fluorescence read-out; inhibition, % at 1 µM; actives 2.3% (n = 360,000); in the data active means inhibition above about 27%;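 further: 0% = vehicle and 100% = reference inhibitor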
# Target sequence (P9WQA3 whole entry, looked up): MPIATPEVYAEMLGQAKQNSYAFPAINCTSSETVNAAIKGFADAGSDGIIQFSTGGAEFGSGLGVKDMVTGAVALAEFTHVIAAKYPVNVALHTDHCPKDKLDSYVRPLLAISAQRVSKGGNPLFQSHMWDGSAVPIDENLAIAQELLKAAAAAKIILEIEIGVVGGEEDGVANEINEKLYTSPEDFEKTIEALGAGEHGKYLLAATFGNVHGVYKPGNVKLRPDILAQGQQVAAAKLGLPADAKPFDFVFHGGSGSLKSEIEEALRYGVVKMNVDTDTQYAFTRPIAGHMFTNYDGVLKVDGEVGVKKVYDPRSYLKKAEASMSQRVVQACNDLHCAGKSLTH
# PrPC surface inh: inhibitors of human cell surface prion protein PrPC. P04156. TR-FRET read-out. inhibition, % at 13.8 µM. actives 0.43% (n = 370,000); in the data active means inhibition above about 24%; further: 0% = median of the test wells and 100% = reference compound wells
# GDH-TPI counter: counter-screen for M. tuberculosis FBA inhibitors: GDH-TPI coupled enzymes. GDH-TPI coupled enzyme counterscreen, NADH absorbance. inhibition, % at 4.8 µM. actives 1.2% (n = 360,000); in the data active means inhibition above about 30%;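 further: 0% = DMSO wells and 100% = wells lacking the enzyme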
# MazF activator: activators of E. coli MazEF toxin-antitoxin RNase | P0AE70 | FAM/BHQ RNA-DNA oligo cleavage fluorescence, 5 h | activation, % at 20 µM | actives 0.32% (n = 350,000); in the data active means activation above about 50%
# Target sequence (P0AE70 whole entry, looked up): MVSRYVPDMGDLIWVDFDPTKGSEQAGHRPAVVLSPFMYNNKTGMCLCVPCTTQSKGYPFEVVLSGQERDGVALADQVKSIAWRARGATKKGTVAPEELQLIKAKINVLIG
# Rv3671c protease: inhibits the M. tuberculosis serine protease Rv3671c; P9WHR9; inhibition, % at 5.96 µM; actives 0.048% (n = 320,000); AID 2606; in the data active means inhibition above about 38%;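 further: extracellular domain of Rv3671c used as enzyme; 0% = enzyme with DMSO and 100% = no enzyme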
# UGM FP inh: blocks M. tuberculosis UGM enzyme | P9WIQ1 | AID 504406 | inhibition, % at 10 µM | purified UGM, fluorescence polarization probe displacement | actives 0.06% (n = 320,000); in the data active means inhibition above about 10%, passing the limit was not always enough; inconclusive means no clear call, values can overlap the other calls
# Target sequence (P9WIQ1 whole entry, looked up): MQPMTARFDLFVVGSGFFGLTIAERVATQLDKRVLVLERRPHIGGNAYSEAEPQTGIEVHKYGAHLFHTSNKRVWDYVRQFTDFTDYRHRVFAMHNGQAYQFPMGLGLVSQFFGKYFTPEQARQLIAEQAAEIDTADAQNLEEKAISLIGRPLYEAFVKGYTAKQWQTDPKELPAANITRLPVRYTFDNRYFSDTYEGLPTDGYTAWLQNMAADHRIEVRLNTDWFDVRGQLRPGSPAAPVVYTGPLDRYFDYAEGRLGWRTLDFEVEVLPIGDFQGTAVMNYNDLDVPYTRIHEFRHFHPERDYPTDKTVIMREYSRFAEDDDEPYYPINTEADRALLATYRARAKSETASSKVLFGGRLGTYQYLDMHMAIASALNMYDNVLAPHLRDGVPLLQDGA
# BoNT F protease: inhibitors of Botulinum neurotoxin F light chain protease | Multiplex microsphere protease cleavage assay, flow cytometry | inhibition, % at 10 µM | actives 0.22% (n = 360,000) | AID 588497; in the data active means inhibition above about 35%, passing the limit was not always enough; inconclusive means no clear call, values can overlap the other calls; further: plate controls were buffer without enzyme for full effect and enzyme alone for no effect
# FadD28 binding: M. tuberculosis FadD28 bisubstrate binding inhibition. inhibition, % at 12.5 µM. actives 0.22% (n = 360,000). FadD28 bisubstrate probe binding, fluorescence polarization. AID 588549; in the data active means inhibition above about 8.5%, passing the limit was not always enough; inconclusive means no clear call, values can overlap the other calls
# BioA inh: inhibitors of Mycobacterium tuberculosis BioA enzyme; inhibition, % at 9.99 µM; actives 0.096% (n = 360,000); purified M. tuberculosis BioA enzyme, plate reader; in the data active means inhibition above about 40%; inconclusive means no clear call, values can overlap the other calls
# The depositor's hits bear a star; u = inconclusive; x = not tested or not shown.
# Results follow in this order: MazF activator	FBA Mtb inh	BoNT F protease	Rv3671c protease	FadD28 binding	UGM FP inh	BioA inh	GDH-TPI counter	PrPC surface inh
> CCN1CCCC1Cn1cnc2c([nH]c3cc(OC)ccc32)c1=O (stereo not given)
    1	1	2	-6	-2.4	0.3	0.3	-2	-3
> CCCCOP(=O)(OCCCC)C(Nc1ccc(C(=O)OCC)cc1)c1ccncc1 (stereo not given)
    -2	6	-37	-4	-1.1	2.7	1.6	8	13
> CC12CN3CC(C)(CN(C1)C3c1ccc(F)cc1)C2 (stereo not given)
    -3	-3	-13	4	-1.2	0.2	-0.6	14	0
> COc1ccc([N+](=O)[O-])cc1/C=N/NC(=O)CNC(=O)c1cccc(F)c1
    13	-5	-7	8	-1.0	-0.4	1.4	23	-13
> O=C(c1ccco1)N1CCN(C(=O)c2cnn(-c3ccc(F)cc3)c2-n2cccc2)CC1
    1	3	0	x	-0.8	x	-0.8	7	1
> CS(=O)(=O)c1ccc(C2=C(CNC(=O)c3nccs3)[C@H]3CC[C@@H](C2)N3Cc2ccccc2)cc1
    11	-1	3	x	0.0	x	-4.0	2	4
> COc1ccccc1-c1c(C)nn2c(N)c(-c3ccccc3)cnc12
    6	-1	19	x	-0.5	-5.4	1.8	10	3
> O=S(=O)(NNc1ncc(C(F)(F)F)cc1Cl)c1ccccc1
    -7	3	-4	-4	-0.6	x	-0.9	3	1
> COc1ccc(NC(=O)Nc2nnc(N3CCCCC3C)s2)cc1OC (stereo not given)
    7	3	0	10	-0.7	2.3	-0.9	-2	9
> COc1cc(Br)c(CNCCc2ccc3c(c2)OCO3)cc1OC
    4	3	u	5	0.4	1.0	0.4	-6	3
> O=C1COc2ccc(C(=O)COC(=O)CNC(=O)C3CCCCC3)cc2N1
    -2	0	-5	1	1.7	-2.5	-1.9	18	-3
> COc1ccc(CN2C(=O)c3cccnc3C2=O)cc1S(=O)(=O)N1CC(C)Oc2ccccc21 (stereo not given)
    7	4	5	4	-4.7	-2.4	-0.6	6	-5
> C=CCn1c(O)c(CN2CCN(Cc3ccccc3)CC2)c(C)c(C#N)c1=O
    -4	7	-1	-9	2.3	3.0	-0.8	9	2
> O[C@H]1[C@H](O)[C@@H](O)CN2CC[C@H](O)[C@H]12
    6	1	-1	5	1.1	0.4	-0.2	6	2
> O=C(Cc1ccccc1)N/N=C/c1cccs1
    0	1	1	8	2.0	3.4	x	10	-1
> Cc1ccc(NC(=O)Nc2cc(Cl)ccc2C2COC(=O)C2=N)cc1 (stereo not given)
    -8	5	-4	-5	1.4	-1.9	x	8	-2
> O=C(NCCCn1ccnc1)c1noc2c1CCCC2
    2	0	-2	0	-0.2	-0.2	1.3	-3	-6
> CC1(C(=O)NS(=O)(=O)c2cccc(F)c2)CCN1C(=O)Cc1ccccc1 (stereo not given)
    x	0	1	x	0.2	x	-1.5	8	7
> CC(=O)N(CC(=O)O)c1ccccc1C(=O)O
    8	0	7	-6	-1.1	1.2	-0.8	10	3
> O=C(O)C#Cc1cccc2ccccc12
    1	6	-6	-6	-0.9	0.5	x	-3	18

# Single entries from the results shown.
# In UGM FP inh, `COc1ccc(CN2C(=O)c3cccnc3C2=O)cc1S(=O)(=O)N1CC(C)Oc2ccccc21` (stereo not given) is listed with -2.4
# In MazF activator, `Cc1ccc(NC(=O)Nc2cc(Cl)ccc2C2COC(=O)C2=N)cc1` (stereo not given) is listed with -8

# Copied from the results shown (18 entries):
# Results follow in this order: MazF activator	FBA Mtb inh	BoNT F protease	Rv3671c protease	FadD28 binding	UGM FP inh	BioA inh	GDH-TPI counter	PrPC surface inh
> CC12CN3CC(C)(CN(C1)C3c1ccc(F)cc1)C2 (stereo not given)
    -3	-3	-13	4	-1.2	0.2	-0.6	14	0
> COc1ccc([N+](=O)[O-])cc1/C=N/NC(=O)CNC(=O)c1cccc(F)c1
    13	-5	-7	8	-1.0	-0.4	1.4	23	-13
> O=C(c1ccco1)N1CCN(C(=O)c2cnn(-c3ccc(F)cc3)c2-n2cccc2)CC1
    1	3	0	x	-0.8	x	-0.8	7	1
> CS(=O)(=O)c1ccc(C2=C(CNC(=O)c3nccs3)[C@H]3CC[C@@H](C2)N3Cc2ccccc2)cc1
    11	-1	3	x	0.0	x	-4.0	2	4
> COc1ccccc1-c1c(C)nn2c(N)c(-c3ccccc3)cnc12
    6	-1	19	x	-0.5	-5.4	1.8	10	3
> O=S(=O)(NNc1ncc(C(F)(F)F)cc1Cl)c1ccccc1
    -7	3	-4	-4	-0.6	x	-0.9	3	1
> COc1ccc(NC(=O)Nc2nnc(N3CCCCC3C)s2)cc1OC (stereo not given)
    7	3	0	10	-0.7	2.3	-0.9	-2	9
> COc1cc(Br)c(CNCCc2ccc3c(c2)OCO3)cc1OC
    4	3	u	5	0.4	1.0	0.4	-6	3
> O=C1COc2ccc(C(=O)COC(=O)CNC(=O)C3CCCCC3)cc2N1
    -2	0	-5	1	1.7	-2.5	-1.9	18	-3
> COc1ccc(CN2C(=O)c3cccnc3C2=O)cc1S(=O)(=O)N1CC(C)Oc2ccccc21 (stereo not given)
    7	4	5	4	-4.7	-2.4	-0.6	6	-5
> C=CCn1c(O)c(CN2CCN(Cc3ccccc3)CC2)c(C)c(C#N)c1=O
    -4	7	-1	-9	2.3	3.0	-0.8	9	2
> O[C@H]1[C@H](O)[C@@H](O)CN2CC[C@H](O)[C@H]12
    6	1	-1	5	1.1	0.4	-0.2	6	2
> O=C(Cc1ccccc1)N/N=C/c1cccs1
    0	1	1	8	2.0	3.4	x	10	-1
> Cc1ccc(NC(=O)Nc2cc(Cl)ccc2C2COC(=O)C2=N)cc1 (stereo not given)
    -8	5	-4	-5	1.4	-1.9	x	8	-2
> O=C(NCCCn1ccnc1)c1noc2c1CCCC2
    2	0	-2	0	-0.2	-0.2	1.3	-3	-6
> CC1(C(=O)NS(=O)(=O)c2cccc(F)c2)CCN1C(=O)Cc1ccccc1 (stereo not given)
    x	0	1	x	0.2	x	-1.5	8	7
> CC(=O)N(CC(=O)O)c1ccccc1C(=O)O
    8	0	7	-6	-1.1	1.2	-0.8	10	3
> O=C(O)C#Cc1cccc2ccccc12
    1	6	-6	-6	-0.9	0.5	x	-3	18

# More compounds follow:
# Results follow in this order: MazF activator	FBA Mtb inh	BoNT F protease	Rv3671c protease	FadD28 binding	UGM FP inh	BioA inh	GDH-TPI counter	PrPC surface inh
> CC1Oc2ccccc2N(CC(=O)NCCN2CCOCC2)C1=O (stereo not given)
    7	2	3	6	-0.2	-1.5	0.1	2	x
> COc1ccc(N(CC(=O)Nc2ccc3c(c2)OCO3)S(=O)(=O)c2c(C)nn(C)c2C)cc1
    11	0	0	8	-1.5	-1.1	-1.1	9	-1
> Cc1ccc(C(=O)c2cc3ccccc3o2)cc1[N+](=O)[O-]
    -8	-4	0	-8	0.2	0.7	-0.8	9	8
> Cc1ccc(C(=O)N2CCNC(=O)C2CC(=O)Nc2ccc(F)cc2)cc1C (stereo not given)
    9	-1	9	4	-3.3	-1.5	1.8	4	-2
> COC(=O)c1sccc1NC(=O)CSCC(=O)O
    2	2	0	1	-0.6	1.1	x	8	-5
> CCCCC1CCC(C(=O)N(CCOC)c2c(N)n(CC(C)C)c(=O)[nH]c2=O)CC1 (stereo not given)
    7	-1	-5	1	-4.1	0.7	0.9	2	6
> O=C1/C(=C\c2ccccn2)SC(=S)N1Nc1ncc(C(F)(F)F)cc1Cl
    4	6	3	-9	-4.6	-0.9	5.8	3	x
> N#CC(C#N)=Cc1ccc(C=C(C#N)C#N)cc1
    -8	2	u	x	-0.1	x	2.2	5	10
> CN(C)C(=O)C(CCN1CCC(O)(c2ccc(Cl)cc2)CC1)(c1ccccc1)c1ccccc1
    10	1	-10	0	0.0	-5.7	-0.8	-2	-13
> COc1ccc(F)cc1C(=O)C1CCCN(Cc2ccc3c(c2)OCCO3)C1 (stereo not given)
    11	3	-4	-3	-1.4	2.0	8.5	3	-9
> CCn1c(CCC(N)=O)nnc1SCC(=O)Nc1cccc(S(=O)(=O)N2CCCC2)c1
    8	2	-1	8	-3.2	-0.1	-0.3	0	0
> CC(C)CNC(=O)C1(C)CCCCCN1C(=O)c1csnn1 (stereo not given)
    x	-3	-1	x	-0.7	x	0.6	4	7
> CCOC(=O)C1(Cc2ccccc2)CCN(Cc2csc(C(C)=O)c2)CC1
    3	0	2	6	-5.1	0.9	-1.5	-2	3
> COc1ccc2cc(CCNC(=O)c3ccco3)c(=O)[nH]c2c1
    -11	4	2	-4	-0.2	-0.1	-1.1	14	1
> O=C(C1=NN(c2ccccc2)C2C(=O)N(c3ccccc3Cl)C(=O)C12)c1ccccc1 (stereo not given)
    -182	3	12	-3	0.6	7.0	-3.0	12	-5
> O=[N+]([O-])c1ccc(O)c(Nc2ncnc3ccccc23)c1
    6	-2	-2	2	-2.2	-0.8	x	0	2
> O=S(=O)(c1ccc2nc(COc3ccc(Cl)cc3Cl)[nH]c2c1)N1CCOCC1
    1	-1	-14	-24	-2.8	3.5	0.3	11	-1
> CCOc1ccc(-c2nnc3ccc(SCC(=O)Nc4nc5ccccc5s4)nn23)cc1
    20	5	-6	6	-1.6	1.6	x	13	8
> COc1cc(/C=N/n2nnnc2N)ccc1OCc1c(C)no[n+]1[O-]
    24	5	-2	4	-0.7	-3.8	x	8	-9
> CCn1ncc(C(=O)Nc2ccccc2C)c1C
    1	3	3	-8	-4.0	3.7	1.0	-6	0
> O=C/C(=C\Nc1ccc(Br)cc1)c1nc2ccccc2o1
    38	1	-2	-4	-2.5	0.3	x	-2	-2
> CC(=O)c1ccc(NC(=O)Nc2ccc(NS(=O)(=O)c3ccc(C)cc3)cc2)cc1
    -6	0	2	-106	11*	4.7	x	14	9
> O=C(N/N=C/C(Cl)=C/c1ccc([N+](=O)[O-])cc1)C(=O)Nc1ccccc1C(=O)O
    -24	-2	-2	2	-1.6	5.3	0.4	30	1
> CCS(=O)(=O)N1CCC(C(=O)NC2CCCCC2)CC1
    12	2	-7	5	0.8	0.3	x	5	3
> O=C(NCC1CCCO1)c1cccc(NC(=O)c2cccs2)c1 (stereo not given)
    4	1	-4	1	-0.5	-1.4	x	-2	5
> CS(=O)(=O)N(CC(=O)N/N=C/c1cccs1)c1cccc(Cl)c1Cl
    8	-1	-8	7	-9.8	-1.1	1.9	0	-6
> O=C(CCC(=O)Nc1ccc(F)cc1)N/N=C/c1cccs1
    8	1	-9	4	-0.6	0.8	-1.0	12	2
> CCN(c1ccccc1)S(=O)(=O)c1ccc(Cl)c(NC(=O)CSc2ncn[nH]2)c1
    3	0	-4	12	-1.7	0.9	x	-7	11

# Compound activity as filed in PubChem BioAssay.
